CYP2C9 act – CYP2C9 (human) activation; actives 1.4% (n = 96,000); activation factor at 5 µM; recombinant CYP2C9, luciferin-H conversion, luminescence; hits give high values; factor 1 = untreated enzyme, 0 = blocked;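 active means activation factor of 2 or more for CYP2C9 at a 5 µM dose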;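 further: 0 = sulfaphenazole-blocked wells and 1 = vehicle-only wells; values of inactives mirror those of a sister screen read the other way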
Target sequence (P11712 whole entry, looked up): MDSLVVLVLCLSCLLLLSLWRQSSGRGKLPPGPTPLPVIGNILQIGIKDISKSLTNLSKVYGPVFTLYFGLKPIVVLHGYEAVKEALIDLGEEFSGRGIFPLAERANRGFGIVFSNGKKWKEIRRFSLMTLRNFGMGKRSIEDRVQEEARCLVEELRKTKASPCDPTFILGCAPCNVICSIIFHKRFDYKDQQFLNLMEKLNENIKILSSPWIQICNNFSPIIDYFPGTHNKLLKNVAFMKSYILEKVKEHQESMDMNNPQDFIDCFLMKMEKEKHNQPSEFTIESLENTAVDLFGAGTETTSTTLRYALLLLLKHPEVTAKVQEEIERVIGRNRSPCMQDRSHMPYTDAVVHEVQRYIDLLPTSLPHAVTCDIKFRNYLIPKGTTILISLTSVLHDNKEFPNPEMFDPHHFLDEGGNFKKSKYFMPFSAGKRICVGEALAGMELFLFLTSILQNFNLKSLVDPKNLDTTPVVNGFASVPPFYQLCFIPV
EphB4 antag – EphB4-ephrin-B2 interaction antagonism; actives 0.15% (n = 97,000); EphB4 LBD / TNYL-RAW-Alexa532 peptide, fluorescence polarization; inhibition, % at 7 µM; P54760;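 active means inhibition above the screen-wide mean inhibition plus 3 SD, cut at about 15% in these data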;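 further: 0% = DMSO wells and 100% = excess unlabeled TNYL-RAW peptide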
LYP inh 2 – inhibitors of human LYP (PTPN22) phosphatase. Q9Y2R2. recombinant LYP catalytic domain, DiFMUP fluorescence. inhibition, % at 2 µM. actives 0.21% (n = 96,000);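 active means inhibition at 2 µM at or above a set limit, the screen mean plus 3 SD, cut at about 24% in these data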;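 further: 0% = DMSO with enzyme and 100% = enzyme fully blocked by orthovanadate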
Rev-RRE block – inhibitors of HIV-1 Rev-RRE RNA interaction | inhibition, % at 8 µM | actives 0.79% (n = 97,000) | Rev peptide-RRE RNA binding, FRET | P05866;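 active means inhibition above the screen-wide mean plus 3 SD, cut at about 35% in these data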;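 further: 0% = median DMSO wells and 100% = median Neomycin B control wells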
Target sequence (P05866 whole entry, looked up): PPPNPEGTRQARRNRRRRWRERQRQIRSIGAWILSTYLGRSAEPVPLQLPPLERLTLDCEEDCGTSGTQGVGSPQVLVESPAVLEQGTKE
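Test system: Cy5-tagged RRE RNA duplex with fluorescein-tagged Rev peptide | Read-out: % inhibition of FRET ratio versus controls | Probe or stimulus: Labelled Rev peptide | Incubation: 5 min RNA-compound premix plus 15 min binding step, 25 °C | Technique: FRET fluorescence readout | Benchmarks: DMSO low control, neomycin B high control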
LYP act – activators of human LYP (PTPN22) phosphatase | activation, % at 2 µM | Q9Y2R2 | AID 697 | recombinant LYP, DiFMUP fluorescence; 0 = plate median, 100 = signal doubled | actives 0.11% (n = 96,000);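 active means activation at 2 µM above a set limit, the mean plus 5 SD, cut at about 37% in these data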
CYP2C9 inhib – blocks human cytochrome P450 2C9; AID 777; CYP2C9 Supersomes, luciferin-H conversion, luminescence; actives 20% (n = 96,000); inhibition, % at 5 µM; P11712;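 active means blocking of liver enzyme CYP2C9 beyond about 50% at 5 µM, limit read from the data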; further: values of inactives mirror those of a sister screen read the other way
Calb biofilm kill – kills Candida albicans biofilms; inhibition, % at 6 µM; AID 834; actives 0.14% (n = 85,000); C. albicans biofilm + clotrimazole, Alamar Blue;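 active means inhibition above 20%; inactive means inhibition below 20%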;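 further: preformed 24 hr biofilms exposed to compound for 48 hr; 0% = biofilm without compound and 100% = blank killed by clotrimazole plus chlorhexidine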
PLK1 PBD inh – Plk1 (human) PBD binding inhibition; P53350; Plk1 PBD phosphopeptide binding, fluorescence polarization; inhibition, %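 (tested at about 20 µM)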; actives 0.13% (n = 97,000); in the data active means inhibition above about 34%, passing the limit was not always enough
PLK1 inh – blocks human PLK1 kinase activity; P53350; recombinant PLK1 kinase, TR-FRET peptide phosphorylation; inhibition, % at 10 µM; actives 0.53% (n = 97,000); AID 619;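 active means inhibition of 50% or more in the single-concentration screen; inactive means inhibition below 50%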;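 further: 0% = DMSO max control and 100% = H-89 dihydrochloride min control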
* marks the source's active call; other numbers are inactive results; nt = not tested or not shown.

canonical_smiles,CYP2C9 act,EphB4 antag,LYP inh 2,Rev-RRE block,LYP act,CYP2C9 inhib,Calb biofilm kill,PLK1 PBD inh,PLK1 inh
O=C(c1coc2ccc(O)c(CN3CCOCC3)c12)C1CC1,0.9,-1,-6,-2,4,12,8,-23,-9
O=C(NC1CCCCC1)C1CCN(c2cnccn2)CC1,1.5,0,-5,2,2,-47,5,-10,-18
O=C(O)C(Cc1ccccc1)N1Cc2ccccc2C1=O (stereo not drawn),0.8,5,-4,6,6,17,2,-30,2
CCn1cc(C(=O)NCc2ccccc2)c(=O)c2cc(F)c(N3CCN(C(=O)c4ccco4)CC3)cc21,0.4,-6,-8,0,11,64*,3,-12,-3
Cc1c(C(=O)NCc2cccnc2)oc2ccccc12,0.8,5,9,5,-11,20,2,17,-6
C=CCn1c(COc2ccc3c(c2)CCCC3)nnc1SCC(=O)Nc1cccc(SC)c1,0.5,0,12,4,-8,51*,nt,-25,-1
CCCc1nnc(NC(=O)Cn2c(=O)oc3cc(Br)ccc32)s1,0.3,2,7,5,-6,68*,-3,-12,-11
CCNC(=O)NC1(C(=O)Nc2ccc3c(c2)OCCO3)CCCCC1,1,0,-1,6,3,3,5,-17,-12
Cn1nc(C(=O)NC2CCCCC2)c2ccccc2c1=O,0.9,-11,4,0,-6,13,5,4,-3
c1cc(CNC2=NCCCCC2)ccn1,1.2,-3,-6,3,6,-19,0,-21,-3
CCOC(=O)CNC(=O)c1sc2ncnc(N3CCc4ccccc4C3)c2c1C,0,0,-1,6,3,98*,4,9,-5
CCN(CC)CCN1C(=O)c2ccccc2NC1c1cccc(F)c1 (stereo not drawn),1.2,-5,1,6,-2,-15,2,2,-10
CCOC(=O)c1nn(-c2ccccc2C)c2nc(CC(C)C)c(C#N)c(=O)n12,nt,1,2,3,0,nt,4,46,-3
COc1ccc(C2=NOC(C(=O)Nc3ccc(C(C)=O)cc3)C2)cc1OC (stereo not drawn),0.6,1,4,1,-4,39,7,19,-5
O=c1n(S(=O)(=O)c2cccc3cccnc23)c2ccccc2n1S(=O)(=O)c1cccc2cccnc12,0.5,7,1,16,-4,48,-2,3,1

New compounds follow
canonical_smiles,CYP2C9 act,EphB4 antag,LYP inh 2,Rev-RRE block,LYP act,CYP2C9 inhib,Calb biofilm kill,PLK1 PBD inh,PLK1 inh
CCCNC(=O)c1cc2c3ccccc3n(C)c2s1,0.6,-3,nt,2,nt,39,nt,-1,-15
CCC(C)NCCCOc1cc(Cl)ccc1Cl (stereo not drawn),1.1,0,-28,-3,32,-7,1,23,-12
COc1cccc(-c2nn3c(-c4ccccn4)nnc3s2)c1,0.6,3,6,6,-6,36,10,-6,-12
CC(C)Cc1nc(N2CCC(C(N)=O)CC2)c2nnn(Cc3ccccc3)c2n1,0.8,-7,-13,1,9,19,4,-1,3
O=C(COc1ccccc1)NCc1ccccc1,0.9,-4,0,2,0,9,4,10,-15
Cc1cc(N2CCN(Cc3ccc4c(c3)OCO4)CC2)n2ncnc2n1,1,-4,-11,0,8,-3,8,7,10
CC1CC(C)CN(CCCNC(=O)C2CCCN(c3nnc(N4CCCC4=O)s3)C2)C1 (stereo not drawn),1.1,1,-9,6,8,-15,-6,4,-8
Cc1ccc(N/C=C/C(=O)c2sc(-c3ccccc3)nc2C)cc1,0.8,-3,4,20,-1,21,nt,7,-2
CCCCOC(=O)CSC1=C(C#N)C(c2ccc3c(c2)OCO3)CC(=O)N1 (stereo not drawn),0.4,-9,-4,6,1,57*,3,4,-15
Cc1sc2c(c1C)CN(C1CC(C)(C)NC(C)(C)C1)CN2C(=O)c1ccco1,1,1,-31,21,28,3,9,-15,-12
CCCCc1ccc(N2C(=O)[C@@H]3C(CC(N)=O)NC4(C(=O)Nc5ccc(F)cc54)[C@@H]3C2=O)cc1 (stereo partly drawn),0.8,-3,5,8,-4,25,2,19,-6
CCOC(=O)CC1=C(C(=O)OCC)C(c2ccc(OC)cc2OC)C(C#N)=C(N)O1 (stereo not drawn),0.4,8,-2,19,-1,64*,nt,14,-8
FC(F)(F)c1cccc(CON=C2CCN(c3ncc(C(F)(F)F)cc3Cl)CC2)c1,0.9,-3,13,12,-9,14,nt,-42,-7
O=S(=O)(NCc1cccnc1)c1cc(Cl)ccc1Cl,0.6,-8,-1,5,1,38,5,14,-7
NC(=O)C1(N2CCCCC2)CCN(Cc2ccccc2Cl)CC1,0.8,-2,-8,1,7,22,4,-12,-3

(list continues)
canonical_smiles,CYP2C9 act,EphB4 antag,LYP inh 2,Rev-RRE block,LYP act,CYP2C9 inhib,Calb biofilm kill,PLK1 PBD inh,PLK1 inh
CSc1ccccc1C(=O)NC1CCCCC1,0.9,2,7,10,-7,13,7,14,-10
CCC1CCCCN1S(=O)(=O)c1ccc2c(c1)CCN2C(=O)C1CCC1 (stereo not drawn),0.5,-4,-15,11,12,52*,2,14,-2
Cc1ccc(-c2cc(C(=O)N3CCN(C(=O)c4ccco4)CC3)no2)cc1,0.5,0,6,12,-6,54*,7,-7,-7
CCN(Cc1ccccc1)C(c1cccc(C#N)c1)c1nnnn1C(C)(C)C (stereo not drawn),0.1,-2,-5,13,2,91*,7,-6,2
O=C(O)CC(c1ccc(Cl)cc1)N1C(=O)CCC1=O (stereo not drawn),0.9,6,-5,8,6,9,nt,-1,-9
C=CCOc1ccc(CNc2nn[nH]n2)cc1OC,0.8,-2,0,1,-4,18,nt,-1,-19
O=C(Nn1cnnc1)c1ccccc1CCc1ccccc1,0.6,-4,-2,-2,6,36,7,6,11
O=C1/C(=N/n2cnnc2)c2ccccc2N1Cc1ccccc1,0.7,-2,4,3,-5,26,0,-12,-3
Cc1cc(=O)[nH]c(SCCOc2ccc3c(c2)CCC3)n1,1.1,6,-2,12,1,-12,4,12,-7
CCOC(=O)Cc1csc(NC(=O)CSc2nc3sc(C(=O)O)c(C)c3c(=O)[nH]2)n1,0.2,3,0,1,3,84*,5,7,16
COc1cc(C(=O)N2CCN(C(=O)c3ccco3)CC2)cc(OC)c1OC,1.1,-6,-11,8,8,-12,3,-3,2
O=C1OCC2=C1C(c1ccc(F)cc1)Sc1ccccc1N2 (stereo not drawn),0.2,-4,5,-1,-9,75*,nt,-23,-12
Cc1ccc(NC(=O)CSc2nnc(-c3cccs3)n2Cc2ccco2)cc1,0.6,-1,-5,12,9,45,7,1,-10
Cc1ccc(N2CC(C(N)=O)CC2=O)cc1 (stereo not drawn),1.1,-4,-6,3,6,-14,2,19,-5
CCc1c(O)nc(SCC(=O)Nc2ccc3c(c2)CCC3)[nH]c1=O,0.9,-5,4,7,-5,8,3,-9,-10

(further entries)
canonical_smiles,CYP2C9 act,EphB4 antag,LYP inh 2,Rev-RRE block,LYP act,CYP2C9 inhib,Calb biofilm kill,PLK1 PBD inh,PLK1 inh
Cc1c(N2C(=O)/C(=C\c3cccc4ccccc34)SC2=S)c(=O)n(-c2ccccc2)n1C,0.8,-4,10,0,-12,25,nt,-29,-1
Nc1cc2ccccc2oc1=O,1,-3,-5,6,7,0,6,7,-8
CN(C)S(=O)(=O)c1ccc2[nH]cc(/C=C/c3nc4ccccc4c(=O)n3-c3ccccc3)c2c1,0.3,-5,4,-3,0,69*,6,12,-7
O=C(NCC1CCC(C(=O)O)CC1)c1cccnc1 (stereo not drawn),1,-8,-5,0,4,-3,-5,12,3
Cc1ccc(Cn2nnc3c(=O)n(CC(=O)NCc4ccco4)cnc32)cc1,nt,-2,7,6,-7,nt,6,15,-9
Cc1cccc2cc(CN(Cc3ccc(F)cc3)C(=O)C(F)(F)F)c3nnnn3c12,nt,6,4,10,-1,nt,3,-1,-10
CCn1c(SCC(=O)N2CCCc3ccccc32)nnc1-c1cccs1,1.2,0,2,2,-2,-24,-2,10,-13
CCOC(=O)c1nnn(-c2nonc2N)c1-c1cccc2ccccc12,0.2,-6,7,1,-9,84*,7,9,-1
C=CCn1c(SCc2csc(C)n2)nc2sc3c(c2c1=O)CCC(C)C3 (stereo not drawn),nt,-1,5,-4,-4,nt,12,-34,-7
Cc1ccc(-c2ncccc2OC(=O)C23CC4CC(CC(C4)C2)C3)cc1,1.1,0,13,14,-8,-9,nt,-14,-10
COc1ccc(N2CC(C(=O)O)CC2=O)cc1 (stereo not drawn),nt,2,0,12,-1,nt,2,-5,-15
CCOC(=O)C1=C(C)NC(=O)NC1c1ccc(OCC(N)=O)cc1 (stereo not drawn),nt,-1,4,2,-5,nt,0,6,-2
CCOC(=O)C1C(=O)C=C(C)C(C(=O)OCC)C1c1ccc(OC)cc1 (stereo not drawn),0.8,-7,-27,1,26,17,10,-8,-11
O=C(COc1ccc(S(=O)(=O)Nc2ccccc2)cc1)N1CCOCC1,0.8,3,-3,8,2,16,1,-5,-7
O=C(c1ccccc1F)N1CCN=C1SCc1cccnc1,0.5,2,-5,8,1,50,2,-1,-12

Given field by field: three of the compounds above
molecule: C=CCn1c(SCc2csc(C)n2)nc2sc3c(c2c1=O)CCC(C)C3 (stereo not drawn)
- CYP2C9 act: nt
- EphB4 antag: -1
- LYP inh 2: 5
- Rev-RRE block: -4
- LYP act: -4
- CYP2C9 inhib: nt
- Calb biofilm kill: 12
- PLK1 PBD inh: -34
- PLK1 inh: -7

molecule: COc1ccc(N2CC(C(=O)O)CC2=O)cc1 (stereo not drawn)
- CYP2C9 act: nt
- EphB4 antag: 2
- LYP inh 2: 0
- Rev-RRE block: 12
- LYP act: -1
- CYP2C9 inhib: nt
- Calb biofilm kill: 2
- PLK1 PBD inh: -5
- PLK1 inh: -15

molecule: Nc1cc2ccccc2oc1=O
- CYP2C9 act: 1
- EphB4 antag: -3
- LYP inh 2: -5
- Rev-RRE block: 6
- LYP act: 7
- CYP2C9 inhib: 0
- Calb biofilm kill: 6
- PLK1 PBD inh: 7
- PLK1 inh: -8

Next structures.
canonical_smiles,CYP2C9 act,EphB4 antag,LYP inh 2,Rev-RRE block,LYP act,CYP2C9 inhib,Calb biofilm kill,PLK1 PBD inh,PLK1 inh
Cc1cc(C)n(CC(O)Cn2c3ccc(Cl)cc3c3cc(Cl)ccc32)c(=O)n1 (stereo not drawn),0.1,1,7,8,-6,95*,2,21,-8
CC(=O)Nc1ccc(SC(C)C(=O)NC(N)=O)cc1 (stereo not drawn),0.8,-1,-4,0,2,18,nt,-22,-10
CC1CN(c2nc(-c3ccccc3)nc3ccccc23)CC(C)O1 (stereo not drawn),0.7,2,-1,11,5,28,10,-8,0
CCN(c1ccc(NC(=O)CN2C(=O)NC3(CCOc4ccccc43)C2=O)cc1)C(C)C (stereo not drawn),0.4,-1,12,-1,-13,59*,nt,-33,-16
N/C(Cc1ccc([N+](=O)[O-])cc1)=N\OC(=O)c1ccc([N+](=O)[O-])cc1,0.8,6,1,-9,2,21,2,-11,9
COC(=O)c1ccccc1NC(=O)CN(c1ccccc1)S(=O)(=O)N(C)C,nt,-2,4,8,-1,nt,nt,6,-7
Cc1cc(Cl)ccc1OC(C)C(=O)NCCCCc1ccccc1 (stereo not drawn),0.4,2,7,10,-8,56*,nt,0,-6
O=C(NC(=S)NCCc1ccccc1)c1ccco1,0.9,5,-5,-3,9,9,nt,-12,-12
O=c1[nH]c(C(F)(F)F)nc2ccccc12,0.9,0,5,14,-5,7,8,-9,-9
CC(=O)Nc1ccc(N2C(=O)CC(N3CC(C)OC(C)C3)C2=O)cc1 (stereo not drawn),1.3,0,-20,0,18,-27,-1,4,-11
CCC(=O)NCC(=O)OCC(=O)c1ccccc1,nt,-3,1,4,-2,nt,8,10,-18
COc1ccc(-c2cc(C(=O)N/N=C/c3ccc(OC)c(COCC(F)(F)C(F)F)c3)c3ccccc3n2)c(OC)c1,0.1,5,-5,6,2,88*,nt,-14,-10
CC(C)N(Cc1nc(-c2ccccc2)no1)C(=O)c1ccc(Br)o1,0.4,1,-2,18,4,64*,4,-22,18

Compound activity deposited in PubChem by several laboratories.

Outcome played no part in choosing rows (roughly 20% active in at least one column).
